RXFP1 ag – RXFP1 (human) receptor agonism. Potency, µM (top dose mostly 57.5 µM), for inactives: at the highest dose activation, actives largely listed as activators. hit rate 0.3% among 370,000. HEK293T-RXFP1 cAMP TR-FRET, 30 min; response scale: percent of porcine relaxin response, buffer zero; active = well fitted activation curve with a large enough effect; note: potency is the fitted concentration of half-maximal effect; % is set by controls: 0 for no effect and ±100 for the full control effect; nearly all actives have a fitted effect of over 60% in size; many of its hits are not listed in these tables
Target sequence (Q9HBX9 whole entry, looked up): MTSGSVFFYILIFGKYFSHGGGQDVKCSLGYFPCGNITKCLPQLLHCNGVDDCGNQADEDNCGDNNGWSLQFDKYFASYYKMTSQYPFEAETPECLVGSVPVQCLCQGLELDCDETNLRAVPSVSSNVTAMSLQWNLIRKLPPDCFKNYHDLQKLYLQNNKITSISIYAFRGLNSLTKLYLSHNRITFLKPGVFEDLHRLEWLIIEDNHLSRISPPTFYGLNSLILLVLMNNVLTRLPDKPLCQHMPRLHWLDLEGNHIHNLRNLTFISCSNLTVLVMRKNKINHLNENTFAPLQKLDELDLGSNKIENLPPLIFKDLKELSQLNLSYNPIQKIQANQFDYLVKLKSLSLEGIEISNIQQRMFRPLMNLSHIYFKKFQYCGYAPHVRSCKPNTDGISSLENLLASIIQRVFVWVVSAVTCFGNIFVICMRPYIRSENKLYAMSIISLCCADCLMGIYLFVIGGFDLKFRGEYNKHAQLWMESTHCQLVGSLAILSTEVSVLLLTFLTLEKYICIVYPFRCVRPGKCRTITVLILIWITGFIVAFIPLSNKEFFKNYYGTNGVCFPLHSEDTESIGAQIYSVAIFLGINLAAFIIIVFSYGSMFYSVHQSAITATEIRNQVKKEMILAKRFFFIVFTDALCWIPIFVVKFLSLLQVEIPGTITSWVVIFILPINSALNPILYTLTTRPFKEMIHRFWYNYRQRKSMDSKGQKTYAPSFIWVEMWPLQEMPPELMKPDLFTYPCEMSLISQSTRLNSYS
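Agonist response is measured as cAMP accumulation in an RXFP1-transfected HEK293T line under PDE4 inhibition. Values are scaled between buffer-only and 29 nM porcine relaxin, and EC50s come from standard Hill equation fits.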
D2 agonist – D2 dopamine receptor (human) agonism; P14416; HEK293 T-REx D2 cells, calcium flux agonist mode; activation, % at 2 µM; hit rate 0.53% among 340,000;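 active = activation over 3 SD above normal in the single-dose calcium agonist read, cut at about 30% in these data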; note: 0% is about no effect
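Agonism scored from kinetic calcium signal (1 read/sec, 180 s) following compound pin transfer, after a 10 s baseline. Cells: HEK293 Trex line expressing inducible D2 receptor coupled to calcium, dye-loaded after overnight culture at 30 C.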
D2 PAM – positive allosteric modulators of human D2 dopamine receptor; P14416; potentiation, % at 10 µM; AID 485347; HEK293 T-REx D2, calcium flux, EC20 dopamine potentiation; hit rate 0.34% among 340,000;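 active = potentiation over 3 SD above the plate norm, cut at about 30% in these data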; note: 0% is about no effect
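Using a no-wash calcium dye in inducible, force-coupled HEK293 Trex cells expressing D2, we tracked fluorescence each second for 180 s after compound, then for 180 s after EC20 dopamine to detect augmented signalling.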
D1 potentiator – potentiators of human D1 dopamine receptor; P21728; HEK293 TREx D1 cells, calcium flux, dopamine EC20 potentiation; potentiation, % at 10 µM; hit rate 0.036% among 360,000; AID 504651; in the data active = potentiation above about 30%; note: 0% is about no effect
TRHR PAM – allosterically enhances the human TRH receptor. TRHR cells, fluo-8 calcium fluorescence, EC20 TRH enhancement. hit rate 0.66% among 360,000. P34981. enhancement, % at 2 µM; in the data active = enhancement above about 30%; note: 0% is about no effect
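Enhancer read-out: after compound pinning and an initial kinetic agonist-mode read, an EC20 of TRH (10 nM final) was injected and fluo-8 calcium signal (Ex 480/Em 530) followed at 1 s/cycle for 100 cycles in TRHR-expressing cells.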
D2 antagonist – antagonists of human D2 dopamine receptor; P14416; HEK293 TREx D2 cells, calcium flux, dopamine EC80; inhibition, % at 10 µM; hit rate 2% among 340,000; in the data active = inhibition above about 30%; note: 0% is about no effect
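Measurement of antagonist activity uses fluorescent calcium dye in inducible HEK293 T-REx D2 cells: 10 s baseline, compound addition with 180 s read, EC80 dopamine addition with a further 180 s read.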
D1 agonist – activates the human D1 dopamine receptor. P21728. HEK293 T-REx D1 cells, calcium flux, agonist mode. activation, % at 2 µM. hit rate 1% among 360,000. AID 504660; in the data active = activation above about 30%; note: 0% is about no effect
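Agonism was scored from calcium flux recorded over 180 s (1 read/s) after pintool compound addition, following a 10-cycle baseline. Cells were inducible force-coupled HEK293 TREx D1, plated overnight at 30 C and loaded with no-wash calcium dye.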
D1 antag – blocks dopamine activation of the human D1 receptor; P21728; HEK293 TREx D1 cells, calcium flux, dopamine EC80; active compounds read low; activity change, negative = inhibition, % at 10 µM; hit rate 3.2% among 360,000; in the data active = activity change below about -30%; note: % is set by controls: 0 for no effect and ±100 for the full control effect
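Cells carrying a force-coupled, tetracycline-inducible human D1 receptor report calcium flux. Each well gets a 10 s baseline, compound with 180 s monitoring, then an EC80 dopamine stimulus with a second 180 s kinetic read.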
RXFP1 antag – blocks the human relaxin receptor RXFP1 | Q9HBX9 | HEK293-RXFP1, relaxin-stimulated cAMP HTRF, 30 min; active compounds read low | hit rate 0.59% among 350,000 | activity change, negative = inhibition, % at 57.5 µM;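 active = activity change of -60% or lower, but not beyond a set lower limit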; note: % is set by controls: 0 for no effect and ±100 for the full control effect
Numbers without * were called inactive; nt = no result given. A portion of the library. The share of hits here may be higher or lower than overall.

Structure,D2 agonist,TRHR PAM,D2 PAM,RXFP1 antag,D1 antag,D2 antagonist,RXFP1 ag,D1 agonist,D1 potentiator
O=C(Nc1cccc2cccnc12)C1CCCC1,0.9,-10,-19,-6,-26,-8,4.5%,0,-5
CN(NC(=S)Nc1ccc(OC(F)F)cc1)C(=S)Nc1ccc(OC(F)F)cc1,-1.0,8,11,-27,-18,0,2.1%,10,-4
O=C(CN1C(=O)COc2ccccc21)NCc1ccccn1,nt,-3,nt,-4,4,nt,1.6%,0,-4
CCOc1ccccc1NC(=O)Cn1c(=O)n(C(C)C)c(=O)c2oc3ccccc3c21,0.6,9,5,2,3,nt,3.0%,5,-1
O=C(COc1cccc(Oc2ccccc2)c1)Nc1ncccn1,-0.1,1,1,-18,-13,-3,-0.5%,8,-5
COc1ccc([N+](=O)[O-])cc1-n1cccc1,-0.8,-2,-5,17,-17,2,0.6%,-1,-5
Cc1ccc(NC(=O)c2ccc(-n3c(C)nnc3C)cc2)cc1F,0.2,4,9,-8,-11,nt,-0.3%,1,-1
OCCN(Cc1ccccc1)c1ncnc2sccc12,1.0,2,4,16,6,4,4.6%,3,-2
CCOC(CNC(=O)c1cccc([N+](=O)[O-])c1)OCC,0.6,1,-9,2,-11,18,-2.5%,2,-8
NNC(=O)CCCCCCCCCCOCCCCO,nt,0,3,-1,-13,nt,0.7%,14,2

Next section, starting with the last 3 of the part before.
Structure,D2 agonist,TRHR PAM,D2 PAM,RXFP1 antag,D1 antag,D2 antagonist,RXFP1 ag,D1 agonist,D1 potentiator
OCCN(Cc1ccccc1)c1ncnc2sccc12,1.0,2,4,16,6,4,4.6%,3,-2
CCOC(CNC(=O)c1cccc([N+](=O)[O-])c1)OCC,0.6,1,-9,2,-11,18,-2.5%,2,-8
NNC(=O)CCCCCCCCCCOCCCCO,nt,0,3,-1,-13,nt,0.7%,14,2
CCOC(=O)C1CCN(C(=O)c2ccc(NS(=O)(=O)c3ccc(F)cc3C)cc2)CC1,-5.3,5,3,9,-6,-1,-0.6%,6,13
COc1ccc(-c2cc(C(=O)Nc3cccc(Cl)c3)no2)cc1,-1.7,3,2,1,8,8,20%,0,-2
NC(=O)c1ccc(N2CCC(C(N)=O)CC2)c([N+](=O)[O-])c1,0.5,1,11,2,12,-3,0.1%,2,2
Cn1nnnc1SCCNC(=O)C1CCC(=O)N(Cc2ccccc2F)C1 (stereo not drawn),nt,2,nt,-25,-1,nt,0.4%,4,11
COc1ccc(-c2[nH]c(-c3ccc(C)cc3)nc2SCC(=O)NC2CCCC2)cc1,-0.2,4,-5,1,10,4,0.5%,-1,-5
c1ccc(Cn2c[n+](Cc3ccccc3)c3ccccc32)cc1,0.0,-2,9,-5,-13,6,0.1%,7,2
BrCCOCCOc1ccc2ccccc2c1,nt,3,nt,-9,5,nt,-1.4%,2,0
O=[N+]([O-])c1ccc(C(=Nc2cccc3ccccc23)N2CCOCC2)cc1,0.3,0,-5,-1,35,-7,0.4%,2,-1
CC(=O)c1sc(NC(=O)c2c(F)cccc2F)nc1C,1.1,1,-4,-7,3,0,4.9%,1,6
Cc1ccc(C)c(N2CCN(S(=O)(=O)c3ccc(-c4cc(C(F)(F)F)on4)s3)CC2)c1,nt,0,-1,-15,-1,nt,-3.4%,1,-2
Cc1nc2ccc(F)cc2cc1C(=O)Nc1ccc(Cl)c(Cl)c1,0.1,5,-18,-19,3,-21,9.5%,10,-5
C#CCCc1cscc1/C=[N+](\[O-])c1ccc(C(=O)OCC)cc1,0.2,-5,3,nt,nt,3,3.9%,-3,5
Cn1c(=O)[nH]c(=O)c2c1nc(N1CCN(Cc3ccccc3)CC1)n2CCSc1ncccn1,-0.3,-2,1,-5,7,-12,1.2%,-1,nt
CCCCNC(=O)Cn1nc(N2CCN(c3ccccc3OC)CC2)ccc1=O,-0.3,18,-1,-1,-42*,nt,-1.7%,1,-1
CCc1ccc(OCC(=O)NNC(=O)c2nn(CC)c(=O)c3ccccc23)cc1,-0.5,0,10,-5,-1,1,2.3%,2,5
CC1=CC(C)(C)n2c(O)c(N=N)c3c(C)ccc1c32,nt,4,nt,-18,10,nt,-0.9%,29,15
Cc1ccc2oc3c(c(=O)c2c1)C(c1ccc(OCC(N)=O)cc1)N(Cc1ccc2c(c1)OCO2)C3=O (stereo not drawn),nt,3,15,-5,-14,nt,-1.8%,0,-2
CCOc1ccc(Oc2nc(C)cc(OC)n2)nn1,-0.1,6,1,4,-9,14,1.0%,5,5
COC(=O)C1=C(N)Oc2cc(C)n(Cc3cccnc3)c(=O)c2C1c1ccccc1OC (stereo not drawn),-0.2,-14,1,-8,-4,-1,-1.3%,0,-3
COc1ccc2c(CC(=O)Nc3nccs3)coc2c1,2.6,13,6,15,9,-1,-0.5%,3,-2
Cc1cc(C)n2cc(CSCc3ccco3)nc2n1,-1.5,16,10,-5,2,-4,4.4%,1,2
O=C(CSc1cccc[n+]1[O-])Nc1cc([N+](=O)[O-])ccc1Cl,0.1,-5,8,2,0,9,-3.0%,5,-4
Cc1ccc(Cn2c(CN3CCOCC3)nc3c2c(=O)n(C)c(=O)n3C)cc1,-0.6,-4,-12,-19,5,26,3.0%,2,2
COc1cc(/C=C(\C#N)c2ccccn2)ccc1OCc1ccc(Cl)cc1,nt,-2,nt,-8,-1,nt,0.9%,15,1
Cc1ccn2c(Nc3ccc(F)cc3)c(-c3ccccn3)nc2c1,nt,-2,-5,-8,-4,nt,3.2%,0,-2
Cc1cc2c(=O)n(C)c(SCC(=O)c3cc4ccccc4o3)nc2s1,-0.9,8,30*,3,-12,8,4.9%,3,1
COCCNC(=O)c1ccccc1NC(=O)C1COc2ccccc2O1 (stereo not drawn),0.3,9,16,6,-4,-15,3.1%,2,2
Cc1ccc(C(=O)N/C(=C\c2cccs2)C(=O)N2CCCCCC2)cc1,-1.4,8,-8,1,-12,-1,-0.2%,1,-12
Cc1ccc(C(=O)C(C)[n+]2cccc(C(N)=O)c2)cc1 (stereo not drawn),-0.2,7,1,10,-7,-15,5.2%,3,0
COc1ccccc1CNC(=O)COc1ccccc1OC,0.3,-3,13,-18,11,-3,0.8%,4,-2
N#CCC(=O)N1CCn2c1nc1ccccc12,0.1,3,-3,-11,-1,-1,-0.2%,2,0
COc1ccc(OCC(=O)Nc2ccc(NC(=O)c3cccs3)cc2)cc1,-0.7,-3,32*,-7,1,-11,3.4%,9,-7
COC(=O)c1cc(S(=O)(=O)N2CCN(c3cccc(OC)c3)CC2)cn1C,0.3,27,-5,-11,-12,-10,5.0%,2,-6
COc1ccc(C(=O)CN2C(=O)N(c3cc(C)ccc3C)S(=O)(=O)c3ccccc32)cc1,0.2,2,-12,nt,-6,nt,2.0%,3,-3
O=C1CC(c2cccc(Cl)c2Cl)c2cc3c(cc2N1)OCCO3 (stereo not drawn),0.7,-4,-5,nt,-18,nt,4.1%,-1,0
Cc1ccccc1NC(=O)N1c2ccccc2CC1C (stereo not drawn),-0.7,1,-4,0,8,-7,1.0%,-1,5
Cc1cccc(N(CC(=O)NCc2ccccc2)C(=O)CCC(=O)Nc2nccs2)c1,-0.9,-1,16,2,2,-9,-2.1%,0,-2
Cc1nn(-c2ccccc2)c2sc(C(=O)N(CC(=O)NC(C)(C)C)Cc3ccco3)cc12,0.1,10,7,-15,3,7,0.2%,6,-4
COc1cccc(-n2c(SCC(N)=O)nc3ccccc3c2=O)c1,5.3,3,11,19,-5,28,3.0%,1,2
OC(COc1ccc(F)cc1Cl)CN1CCC(Cc2ccccc2)CC1 (stereo not drawn),0.1,-5,2,-15,-72*,-3,-2.0%,61*,-7

Record cards (already shown). Screens in order: D2 agonist | TRHR PAM | D2 PAM | RXFP1 antag | D1 antag | D2 antagonist | RXFP1 ag | D1 agonist | D1 potentiator
Shown for Cc1nn(-c2ccccc2)c2sc(C(=O)N(CC(=O)NC(C)(C)C)Cc3ccco3)cc12 = 0.1 | 10 | 7 | -15 | 3 | 7 | 0.2% | 6 | -4
Shown for O=C1CC(c2cccc(Cl)c2Cl)c2cc3c(cc2N1)OCCO3 (stereo not drawn) = 0.7 | -4 | -5 | nt | -18 | nt | 4.1% | -1 | 0
Shown for N#CCC(=O)N1CCn2c1nc1ccccc12 = 0.1 | 3 | -3 | -11 | -1 | -1 | -0.2% | 2 | 0

Carrying on:
Structure,D2 agonist,TRHR PAM,D2 PAM,RXFP1 antag,D1 antag,D2 antagonist,RXFP1 ag,D1 agonist,D1 potentiator
COCCSc1nnc(NS(=O)(=O)c2ccccc2)s1,0.6,-5,-2,-1,-4,-4,6.2%,2,-14
COc1cc(OC)cc(C(=O)NC2=NCCS2)c1,2.9,10,-7,6,-9,17,-0.1%,0,1
COc1ccc(S(=O)(=O)NCCc2sc(C)nc2C)cc1,-0.9,5,-1,nt,-17,nt,-0.3%,10,-3
O=C(NCc1ccco1)C1CCCN1C(=O)Nc1ccc(Cl)cc1 (stereo not drawn),nt,-5,nt,-2,-3,nt,2.2%,0,-4
O=S(=O)(Cc1ccccc1)Nc1cccc(Br)c1,0.8,1,-2,-9,-9,-9,-0.2%,1,-2
CCn1c(COc2ccc(C)cc2)nnc1SCC(=O)Nc1ccc2c(c1)OCCO2,0.2,-3,20,-4,-1,19,-0.1%,3,-7
Cc1cccc(NC(=O)CN2CCC(C(=O)c3ccc4c(c3)OCCO4)CC2)c1,-0.7,1,-30,-21,-1,-8,0.3%,13,-3
CCOCC(=O)Nc1nnc(COCC)s1,-1.2,12,-1,-2,3,-32,0.5%,2,-1
CCn1cc(C(=O)N2CCN(c3cc(C)ccc3C)CC2)c(=O)c2cc(S(=O)(=O)N3CCOCC3)ccc21,0.8,-2,11,nt,7,nt,3.3%,2,5
Cn1nnc2c(N3CCN(c4ccccc4)CC3)ncnc21,-3.2,3,1,-15,nt,nt,15%,-1,-3
